PfG6PD inh = PfG6PD enzyme inhibitors, primary screen, biochemical, fluorescence intensity, uHTS; PfGluPho enzyme, NADPH resazurin-diaphorase fluorescence; inhibition, % at 20 µM; glucose-6-phosphate dehydrogenase-6-phosphogluconolactonase (Plasmodium falciparum 3D7); hit rate 0.78% among 350,000; AID 504690, 2011;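 active = inhibition reaching at least a set limit at 20 µM in the primary screen, cut at about 59% in these data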;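 also: 0% = DMSO wells with substrate and 100% = DMSO wells lacking glucose-6-phosphate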
SENP7 block = SENP7 protease inhibitors, primary screen, biochemical, luminescence, uHTS. Sentrin-specific protease 7 (Homo sapiens), Q9BQF6. recombinant SENP7, Z-RLRGG-aminoluciferin luminescence, 40 min. inhibition, % at 5 µM. hit rate 1.5% among 330,000. AID 434973, 2010;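 active = inhibition above about 50% at the single test dose, limit read from the data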;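 also: plate controls were DMSO with enzyme for no effect and no enzyme buffer wells for full effect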
NALP3 yeast inh = NALP3 inflammasome inhibitors in reconstituted yeast, primary screen, luminescence, uHTS; Yeast reconstituted NLRP3/ASC/caspase-1, beta-gal luminescence, 24 h; inhibition, % at 10 µM; hit rate 0.39% among 330,000; AID 2825, 2010;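 active = inhibition of 50% or more; inactive = inhibition below 50%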;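 also: plate controls were induced DMSO wells for no effect and uninduced yeast grown without galactose for full effect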
SENP8 block-1 = SENP8 protease inhibitors, primary screen, biochemical, luminescence | inhibition, % at 10 µM | purified SENP8, Z-RLRGG-aminoluciferin cleavage | AID 2540, 2010 | hit rate 1.2% among 330,000; in the data active = inhibition above about 50%
Apaf1 inhib = inhibitors of human Apaf-1 apoptosome, primary screen, biochemical, DEVD-Rh110 fluorescence, uHTS; Apoptotic protease-activating factor 1 (Homo sapiens), O14727; reconstituted apoptosome caspase-3 activity; inhibition, % at 20 µM; hit rate 0.71% among 330,000; AID 489030, 2010; active = inhibition of at least 40% at 20 µM;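 also: plate controls were DMSO wells for no effect and DEVD-CHO caspase inhibitor wells for full effect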
Target sequence (O14727 whole entry, looked up): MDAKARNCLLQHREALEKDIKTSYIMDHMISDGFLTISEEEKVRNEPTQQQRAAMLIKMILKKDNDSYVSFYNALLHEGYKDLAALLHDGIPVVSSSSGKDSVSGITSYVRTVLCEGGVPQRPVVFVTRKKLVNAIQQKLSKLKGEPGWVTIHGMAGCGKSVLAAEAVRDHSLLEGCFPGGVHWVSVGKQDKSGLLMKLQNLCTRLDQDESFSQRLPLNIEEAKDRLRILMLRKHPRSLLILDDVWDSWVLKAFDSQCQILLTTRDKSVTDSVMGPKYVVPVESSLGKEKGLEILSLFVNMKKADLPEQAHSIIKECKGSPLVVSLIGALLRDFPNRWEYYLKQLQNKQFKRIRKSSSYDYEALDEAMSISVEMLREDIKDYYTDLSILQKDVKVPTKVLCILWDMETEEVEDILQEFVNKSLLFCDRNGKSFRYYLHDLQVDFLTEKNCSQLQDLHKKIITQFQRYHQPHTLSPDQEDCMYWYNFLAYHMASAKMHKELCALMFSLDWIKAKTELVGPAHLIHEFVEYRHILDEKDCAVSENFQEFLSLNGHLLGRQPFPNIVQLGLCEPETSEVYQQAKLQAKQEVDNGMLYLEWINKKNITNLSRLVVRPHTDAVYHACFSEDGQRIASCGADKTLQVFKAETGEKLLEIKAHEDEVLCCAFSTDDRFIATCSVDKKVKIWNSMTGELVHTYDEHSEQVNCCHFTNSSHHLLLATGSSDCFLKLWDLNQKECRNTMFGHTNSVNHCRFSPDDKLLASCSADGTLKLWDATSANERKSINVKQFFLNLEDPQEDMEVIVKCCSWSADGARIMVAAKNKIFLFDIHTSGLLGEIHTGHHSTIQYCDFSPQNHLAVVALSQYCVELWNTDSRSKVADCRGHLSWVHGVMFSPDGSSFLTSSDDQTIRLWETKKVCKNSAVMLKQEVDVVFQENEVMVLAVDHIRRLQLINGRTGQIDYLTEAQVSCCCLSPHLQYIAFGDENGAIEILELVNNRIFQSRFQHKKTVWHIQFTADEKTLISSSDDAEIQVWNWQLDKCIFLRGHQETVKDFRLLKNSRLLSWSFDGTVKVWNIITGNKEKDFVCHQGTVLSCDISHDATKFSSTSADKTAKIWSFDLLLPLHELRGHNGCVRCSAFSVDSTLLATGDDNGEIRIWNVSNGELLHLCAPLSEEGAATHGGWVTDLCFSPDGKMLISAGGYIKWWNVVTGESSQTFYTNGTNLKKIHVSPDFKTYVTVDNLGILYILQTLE
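System: reconstituted apoptosome with Apaf-1, cytochrome c, caspase-9, procaspase-3, dATP; Signal: Rh110 fluorescence intensity; Schedule: 30 min compound preincubation, 50 min activation, room temperature; Reagent: cytochrome c trigger plus (Z-DEVD)2-Rh110 caspase-3 substrate.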
HKDC1 inh = HKDC1 hexokinase inhibitors, primary screen, biochemical, fluorescence, uHTS. recombinant HKDC1, G6PDH/diaphorase resazurin coupled fluorescence. inhibition, % at 20 µM. hit rate 0.16% among 340,000. AID 493160, 2011;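 active = inhibition above about 35% when tested at 20 µM, limit read from the data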;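 also: plate controls were DMSO wells with enzyme for no effect and DMSO wells lacking enzyme for full effect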
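Material – in-house recombinant HK5 (HKDC1) enzyme · Quantity – HKDC1 at 5 µg/mL · Buffer or medium – pH 8.0 Tris buffer with 10 mM MgCl2 · Reagent – glucose with 1 mM ATP · Dosing – single 20 µM dose · Times – reaction time 90 min, room temperature, protected from light · Technique – resorufin fluorescence at 613 nm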
SENP1 FRET inh = human SENP1 catalytic domain inhibitors, primary screen, biochemical, FRET, uHTS; recombinant SENP1 catalytic domain, CyPet-SUMO1-YPet FRET cleavage; hit rate 0.21% among 360,000; AID 624204, 2012; inhibition, % at 10 µM;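 active = inhibition at least 30% at 10 µM, raw YFP signal under a set limit, fluorescence ratio 0.5 to 1.5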;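 also: 0% = enzyme with DMSO and 100% = no enzyme wells; some results filed as inactive read as strong as hits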
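Compound: 10 µM single point, 0.5% DMSO; Test system: hSENP1 catalytic domain, recombinant; Timing: 50 min reaction at room temperature; Technique: FRET, CFP and YFP emission; Control set: no-enzyme wells low, DMSO-plus-enzyme wells high control.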
SENP6 block = SENP6 protease inhibitors, primary screen, biochemical, luminescence, uHTS. Recombinant SENP6 catalytic domain, aminoluciferin luminescence. hit rate 1.8% among 330,000. AID 2599, 2010. inhibition, % at 10 µM;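 active = inhibition above about 50% at the single tested dose, limit read from the data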;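 also: plate controls were DMSO wells with enzyme for no effect and DMSO wells lacking enzyme for full effect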
SENP8 block-2 = human SENP8 protease inhibitors, primary screen, biochemical, fluorescence, Nedd8 protein substrate, uHTS | Sentrin-specific protease 8 (Homo sapiens), Q96LD8 | recombinant SENP8 | inhibition, % at 20 µM | hit rate 0.64% among 360,000 | AID 602440, 2012; in the data active = inhibition mostly above about 40%, no sharp cut-off; inactive = mostly below about 27%
The depositor's hits bear a star; i = inactive; nt = no result given.

Structure	PfG6PD inh	SENP7 block	NALP3 yeast inh	SENP8 block-1	Apaf1 inhib	HKDC1 inh	SENP1 FRET inh	SENP6 block	SENP8 block-2
O=C(NNC(=O)c1ccccc1O)c1ccc(NS(=O)(=O)c2ccc(F)c(F)c2)cc1	-44	5	5	10	0	-6	1	-6	-25
O=S1(=O)CCN(OCc2ccc(Cl)cc2)CC1	-1	2	-9	2	2	-9	0	12	6
CCN(CC)S(=O)(=O)c1cccc(C(=O)NC(C)C(c2cccs2)N2CCCC2)c1 (stereo not drawn)	11	-1	8	1	2	-8	-4	4	11
O=C(Nc1sc2c(c1C(=O)O)CCC2)C(=O)N1CCOCC1	14	7	1	-3	-6	1	-4	-10	10
CC1CC(C)(C)N(C(=O)CSc2ccc(-c3ccc(F)cc3)nn2)c2ccccc21 (stereo not drawn)	13	-10	6	-8	27	-5	1	-39	20
COc1ccc(/C(C)=N/NC(=S)NCc2ccco2)cc1	18	-4	7	-12	1	19	-2	-8	10
CCCCCn1nc(C(=O)OCc2nnc(-c3ccccc3)o2)c2ccccc2c1=O	10	-2	2	-6	16	2	1	-4	11
CCOC(=O)c1c(NC(=O)COC(=O)Cn2cnc3ccccc32)sc2c1CCC(C)C2 (stereo not drawn)	-9	nt	nt	nt	nt	2	1	nt	-39
COc1ccc(-n2c(SC(C)C(=O)Nc3ncc(Cl)cc3Cl)nc3ccccc32)cc1 (stereo not drawn)	26	nt	nt	nt	nt	-1	-3	nt	-111
COc1ccc(N2C(=O)CC(N3CCC(O)(c4ccc(Br)cc4)CC3)C2=O)cc1 (stereo not drawn)	-75	18	12	-3	-4	-5	3	-12	24
COC(=O)C1=NN[C@H](C(=O)OC(C)(C)C)[C@H]1c1ccccc1	16	-4	-8	-9	2	-10	0	-1	11
CCOc1ccc(-c2cc(N)n(S(=O)(=O)c3ccc(OC)c(OC)c3)n2)cc1	13	-2	21	5	8	2	2	-3	14
COc1ccc(CNc2ccc(S(N)(=O)=O)cc2)c(OC)c1OC	-13	6	10	4	-6	11	0	14	-1
COc1ccccc1NS(=O)(=O)c1c(C)[nH]c(C)c1C(=O)N1CCCC1	-2	4	6	-4	4	-8	2	-5	6
Cc1nc(CCNC(=O)CC2C(=O)NCCN2Cc2ccccc2F)sc1C (stereo not drawn)	-1	0	3	0	-23	9	-8	-13	-12
COc1cccc(NC(=O)Cn2nnc(C(=O)Nc3cc(Cl)ccc3OC)c2N)c1	5	10	7	-2	-18	-1	2	-6	5
CCCn1c(O)c(CN2CCCCC2)c(C)c(C#N)c1=O	4	11	1	1	35	12	-2	14	-165
O=S(=O)(Nc1ccc(Cl)cc1NS(=O)(=O)c1ccccc1)c1ccccc1	5	nt	nt	nt	nt	1	1	nt	7
Cn1c(=O)[nH]c(=O)c2c1ncn2CCCc1ccccc1	-15	1	5	1	6	-3	2	4	21
CCOc1ccc(N2CC(C(=O)Nc3ccccc3C(=O)N3CCOCC3)CC2=O)cc1 (stereo not drawn)	9	-4	3	0	3	-4	-2	-7	6
CSC1=C(C#N)C(c2ccccc2Cl)C(C(C)=O)=C(C)N1 (stereo not drawn)	-5	1	4	3	-3	2	-37	-10	-79
O=C(NCCc1ccccc1F)C1CCCN1S(=O)(=O)c1ccc2ccccc2c1 (stereo not drawn)	8	-3	9	8	14	-5	-1	3	14
Nn1c(SCC(=O)Nc2ccc3c(c2)OCCO3)nnc1-c1ccccn1	4	-6	-7	-2	0	-4	1	-10	15
C=CCc1cc(/C=C2/NC(=O)N(CC)C2=O)cc(OCC)c1OCc1ccc(C(=O)O)cc1	0	7	9	7	5	-3	-1	3	-379
O=C(Nc1nnc(C2CC2)s1)c1cccs1	11	31	25	3	9	-3	1	12	-9
Cc1ccccc1-c1nnc(SCC(=O)Nc2c(C)n(C)n(-c3ccccc3)c2=O)o1	-4	0	-9	7	-15	-3	1	3	4
O=C(CSc1nnc(NC(=O)c2cccc(F)c2)s1)NC1CCCC1	1	-4	-8	-3	0	-4	0	2	-20
COc1ccc(C(=O)NCCS(=O)(=O)NCCc2ccccc2)cc1	2	-11	14	-4	10	-3	1	-9	-1
COc1ccccc1C(CNC(=O)CCNS(=O)(=O)c1ccc(Br)cc1)N1CCCC1 (stereo not drawn)	-4	nt	nt	nt	nt	-10	-10	nt	12
C=CCNc1nc(Cl)ncc1F	2	-10	8	-7	11	1	-1	-9	6
Cc1ccc(NC(=S)N2CCN(Cc3ccccc3)CC2)cc1	-5	-6	24	-6	16	7	1	-7	4
Brc1csc(C=Nc2ccc3c(c2)OCCOCCOCCOCCO3)c1	19	-4	3	-3	5	-3	-2	10	28
CC(C)c1cc(Br)ccc1OCCCN1C(=O)NC(C)(C)C1=O	14	0	5	-9	20	6	0	-25	15
O=C1CC(NN2CCCCC2)C(=O)N1c1ccccc1 (stereo not drawn)	-1	1	6	8	0	-6	-3	16	23
O=c1cc(-c2ccccc2)cc(-c2ccccc2)n1CCO	-5	-4	-4	-9	2	-7	1	1	-40
c1ccc(SCCc2ccncc2)cc1	12	7	2	-11	3	0	0	10	18
O=C(CCCc1c[nH]c2ccccc12)NCc1cccs1	9	1	12	-7	-4	6	2	0	9
CC1CCN(S(=O)(=O)N2CCC(C(=O)NCCC3=CCCCC3)CC2)CC1	-2	3	28	2	9	7	2	-8	9
CC(=O)c1ccc(OCCN2CCOCC2)cc1	-9	-15	14	-6	4	-5	0	0	9
COc1ccc(-c2csc(NC(=O)C3CCCCN3S(=O)(=O)c3ccccc3)n2)cc1 (stereo not drawn)	8	-2	7	-9	19	-1	0	-2	8
Cc1ccc(NC(=O)Nc2cccs2)c(Cl)c1	17	-8	22	-18	13	3	1	-44	10
C=CCNCCOCCOc1ccc(C)cc1Br	-31	-10	18	-9	-8	1	0	-17	23
O=C(Cn1nc(C(F)F)cc1C1CC1)N1CCCC1	2	10	22	-1	-1	-7	0	-20	2
Cc1onc(-c2ccccc2)c1C(=O)N1CCN(c2ncccc2C(F)(F)F)CC1	0	0	-1	3	4	-7	0	-13	-8
NS(=O)(=O)c1ccc(CCNC(=O)CCCn2ncn3c(cc4occc43)c2=O)cc1	0	-4	-3	-2	-1	5	-1	5	7
CCOC(=O)C1CCN(S(=O)(=O)c2ccc(-c3ccc(=O)[nH]n3)o2)CC1	9	6	3	-3	3	-4	3	5	-35
CC(C)Cc1ccc(C(C)C(=O)Nc2ncccn2)cc1 (stereo not drawn)	-22	4	39	0	3	5	-2	-2	2
CC(=O)Oc1ccc2ccccc2c1C(NC(=O)Cc1ccccc1)c1ccc(Cl)cc1 (stereo not drawn)	15	-6	17	-8	34	4	3	19	22
O=C(NC1CCN(c2ncccn2)CC1)c1cccc(F)c1	1	9	12	0	3	-1	5	11	-68
COc1cc(NS(=O)(=O)c2ccc(NC(=O)COc3cccc(C)c3)cc2)nc(OC)n1	-10	0	-6	0	6	4	2	-14	3

Full records, looked up by structure. Order of values: PfG6PD inh	SENP7 block	NALP3 yeast inh	SENP8 block-1	Apaf1 inhib	HKDC1 inh	SENP1 FRET inh	SENP6 block	SENP8 block-2
CC(=O)Oc1ccc2ccccc2c1C(NC(=O)Cc1ccccc1)c1ccc(Cl)cc1 (stereo not drawn) is entered as 15	-6	17	-8	34	4	3	19	22
Cc1onc(-c2ccccc2)c1C(=O)N1CCN(c2ncccc2C(F)(F)F)CC1 is entered as 0	0	-1	3	4	-7	0	-13	-8
CCOC(=O)C1CCN(S(=O)(=O)c2ccc(-c3ccc(=O)[nH]n3)o2)CC1 is entered as 9	6	3	-3	3	-4	3	5	-35

The list goes on.
Structure	PfG6PD inh	SENP7 block	NALP3 yeast inh	SENP8 block-1	Apaf1 inhib	HKDC1 inh	SENP1 FRET inh	SENP6 block	SENP8 block-2
COCCCNC(=O)CN1C(=O)/C(=C/c2ccccc2)Sc2ccccc21	-11	5	-5	2	-15	18	0	18	24
O=C(Nc1cccc2nsnc12)C1CC(=O)N(c2ccccc2)C1 (stereo not drawn)	15	11	6	-7	3	0	-9	4	-466
C=CCn1c(SCc2nc3ccccc3[nH]2)nnc1-c1ccncc1	6	-2	6	1	-14	13	-51	6	-125
CCCOc1ccc2nc(C)c(CCC)c(SC(=N)N)c2c1	20	-1	-13	-8	9	2	-1	-13	-32
CC(CC(=O)Nc1ncc([N+](=O)[O-])s1)c1ccccc1 (stereo not drawn)	12	1	16	-2	-6	-2	-8	-2	12
Cc1cc(Nc2nn(C)c(N)c2C#N)ccc1F	-13	8	10	13	-8	-4	0	-3	26
CCCC(C)C(=O)Nc1ncc(S(=O)(=O)c2ccc([N+](=O)[O-])cc2)s1 (stereo not drawn)	3	-8	11	-1	17	5	2	1	12
O=C(c1ccccc1)c1nc[nH]c1C(=O)Nc1ccccc1	-10	-9	0	-13	13	-3	1	-51	31
CCO[C@@H]1OC(C(=O)NCc2ccccc2)=C[C@H](c2coc3ccccc3c2=O)[C@H]1CCCO	6	4	4	4	1	-1	0	11	13
CCOC(=O)c1c(C)[nH]c(C(=O)COC(=O)c2ccc(O)cc2)c1C	0	-4	1	-7	7	-2	1	2	28
CCCCN=C(C)c1c(O)c2ccccc2oc1=O	1	0	9	0	-10	2	2	-10	-4
COc1cccc(CN(C)C(=O)CCNC(=O)c2ccco2)c1	-4	9	16	-1	-1	-5	1	2	0
Cc1ccc(S(=O)(=O)NC2=NCN(C3CCN(Cc4ccccc4)CC3)CN2)cc1	-5	-4	6	5	-5	-2	-1	-3	8
Cc1ccc(C(=O)NC2CCN(Cc3ccccc3)CC2)cc1S(=O)(=O)N1CCOCC1	4	-4	7	-2	5	-8	-3	-13	4
CC(=O)c1cc2c(cc1NC(=O)CN1Cc3ccccc3C1=O)OCO2	12	3	14	4	10	8	0	-5	-328
O=c1[nH]c2cc3c(cc2cc1C(c1nnnn1Cc1ccccc1)N1CCCc2ccccc21)OCO3 (stereo not drawn)	-17	3	11	8	16	-5	nt	12	nt
Cc1cccc(N2C(=O)C(O)=C(C(=O)c3cccs3)C2c2ccc(Cl)cc2)n1 (stereo not drawn)	-41	-1	-7	-3	-8	2	-3	7	11
COc1cc(OC)cc(-c2c(C#Cc3ccsc3)c3cc(-c4cnc(OC)nc4)ccc3n2C)c1	-10	7	12	5	0	-2	0	4	i
CCC(C)NC(=O)c1ccc(CSCc2cccc(F)c2)o1 (stereo not drawn)	0	2	-2	4	-7	-2	0	3	6
